Assay outcomes as filed in PubChem.
EPAC1 antagonist: EPAC1 (human) antagonism; EPAC1 GEF assay, Rap1b-BODIPY-GDP exchange fluorescence; O95398; Potency, µM (series often up to 115 µM), without a hit: at the top dose activity change, negative = inhibition, most hits filed as inhibitors; hit rate 0.14% among 360,000;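 further: potency means the concentration at half of the fitted maximal effect; plate controls were vehicle for no effect and positive control for full effect; nearly all actives have a fitted effect of over 50% in size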
IL2 activator: activates IL-2 in a cell-based reporter assay; IL-2 activation reporter assay, cell-based qHTS; stimulated with anti-CD3/CD4/CD28 beads; in transgenic mouse T cells; activation, % (series mostly up to about 46 µM); hit rate 0.065% among 360,000; AID 652025; in the data active means activation above about 50%; inconclusive means mostly about 30% to 49%; further: 0% is about no effect
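Unstimulated transgenic mouse T cells, 750 per well, received compound and, after 60 minutes, anti-CD3/anti-CD4 bead plus anti-CD28 stimulation. EGFP and DsRed were quantified after 18 hours.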
WRN inhibitor: inhibitors of human WRN helicase; Q14191; WRN helicase unwinding, fluorescent forked duplex, kinetic; Potency, µM (titrated, usually from 114 µM), inactives show top-dose activity change, negative = inhibition, usual class: inhibitors; hit rate 0.46% among 360,000; AID 651768; further: potency means the concentration at half of the fitted maximal effect; on the % scale 0 is the no-effect control and ±100 the full control effect; nearly all actives have a fitted effect of over 55% in size
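Enzyme (20 nM final) and test compound sit together 15 min at room temperature before substrate addition. Substrate is a single-forked duplex oligonucleotide (100 nM) labelled with fluorophore and quencher, with 2 mM ATP; helicase unwinding raises red fluorescence, read kinetically.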
EPAC2 agonist: agonists of human EPAC2 (RAPGEF4); hit rate 0.079% among 360,000; Potency, µM (highest dose often 154 µM), for the others: at the top dose activation, usual class: activators; EPAC2 activation, biochemical qHTS; response scale: 100% = 6.5 mM cAMP response; Q8WZA2; further: potency means the concentration at half of the fitted maximal effect; nearly all actives have a fitted effect of over 50% in size
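Nucleotide exchange monitored as fluorescence drop when BODIPY-GDP leaves Rap1B. Reaction: 100 nM EPAC2, 250 nM RAP1B-BODIPY-GDP, 50 uM GDP, room temperature, kinetic read over 30 min. Activity expressed relative to 6.5 mM cAMP.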
EPAC1 agonist: EPAC1 (human) agonism. Potency, µM (series often up to 154 µM), for the others: at the top dose activation, usual class: activators. EPAC1 agonist qHTS, biochemical assay; response scale: 100% = response to 6.5 mM cAMP. AID 720707. hit rate 0.073% among 360,000. O95398; further: potency means the concentration at half of the fitted maximal effect; nearly all actives have a fitted effect of over 60% in size
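Compounds were pinned as a concentration titration into mixtures of EPAC1 (100 nM), BODIPY-GDP-loaded Rap1B (250 nM) and GDP (50 uM). After 5 min at room temperature, fluorescence was followed for 30 min; activity was scaled to 6.5 mM cAMP.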
CCT modulator: modulators of cytosolic chaperonin (CCT/TRiC) activity. activity change, % (concentration not given with the values), hits read low. AID 651819. hit rate 0.3% among 360,000. purified chaperonin ATPase assay, HTRF ADP detection, 30 min; in the data active means activity change below about -30%; further: on the % scale 0 is the no-effect control and ±100 the full control effect
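Enzyme 40 or 20 nM (batch-dependent) in Tris pH 7.4/KCl/MgCl2/DTT; cpd 76 uM single point; ATP 10 uM; 30 min 37 °C; Transcreener ADP HTRF detection, 30 min RT; ratio 665/615.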
PI5P4K alpha inh: inhibitors of human PI5P4K alpha. hit rate 1.2% among 330,000. PI5P4Kalpha enzyme, ADP-Glo luminescence, 60 min; hits give low values. AID 652105. P48426. max response, %; active means max response of -50% or lower; inconclusive means between -30% and -50%; inactive means -30% or higher; further: value at the top dose of about 77 µM; on the % scale 0 is the no-effect control and ±100 the full control effect
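Reactions run in 0.038 M HEPES pH 7.4, 0.28 mM EGTA, 0.1% CHAPS and 5% DMSO, with PI5P4Kalpha, substrate, compound and 5 microM ATP final, one hour at room temperature. Readout is ADP-Glo luminescence.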
PLK1 PBD inh: blocks phosphopeptide binding to human PLK1 polo-box domain. P53350. Plk1 PBD binding of FITC phosphopeptide, fluorescence polarization. Potency, µM, for the others: max response, negative = inhibition, most hits filed as inhibitors. hit rate 2.8% among 360,000. AID 720504; further: potency means the concentration at half of the fitted maximal effect; series mostly up to about 57 µM; on the % scale 0 is the no-effect control and ±100 the full control effect; nearly all actives have a fitted effect of over 65% in size
Target sequence (P53350 whole entry, looked up, the tested form may be a part): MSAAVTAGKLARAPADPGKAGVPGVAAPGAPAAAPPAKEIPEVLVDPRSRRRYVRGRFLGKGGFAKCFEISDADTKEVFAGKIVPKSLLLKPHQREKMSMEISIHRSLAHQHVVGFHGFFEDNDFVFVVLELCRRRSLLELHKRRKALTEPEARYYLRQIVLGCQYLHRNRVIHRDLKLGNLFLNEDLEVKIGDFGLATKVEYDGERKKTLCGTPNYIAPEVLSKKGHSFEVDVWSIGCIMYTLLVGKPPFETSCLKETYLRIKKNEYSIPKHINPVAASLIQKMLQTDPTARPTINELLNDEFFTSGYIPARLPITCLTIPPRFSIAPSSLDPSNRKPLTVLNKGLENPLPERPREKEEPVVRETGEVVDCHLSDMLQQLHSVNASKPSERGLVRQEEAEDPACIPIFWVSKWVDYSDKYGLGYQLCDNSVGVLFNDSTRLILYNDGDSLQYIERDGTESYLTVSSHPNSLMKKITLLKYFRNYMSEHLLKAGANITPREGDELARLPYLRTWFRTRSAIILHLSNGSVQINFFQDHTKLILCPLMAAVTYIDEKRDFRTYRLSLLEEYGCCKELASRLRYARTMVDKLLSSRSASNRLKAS
* hit, by the source's call; ? = inconclusive; / = not tested or not shown; [ ] = dose if it differs, or a comment. Unless noted, the call rests on the fitted dose curve; in most records, active means well fitted curve in the direction sought with a large enough effect; inconclusive means small, poorly fitted or top-dose-only effect, or another doubt; inactive means no such curve, though single readings can be large; an effect the other way counts as inactive or inconclusive. Not all compounds are listed, so the mix of outcomes need not match the whole.

SMILES	EPAC1 antagonist	IL2 activator	WRN inhibitor	EPAC2 agonist	EPAC1 agonist	CCT modulator	PI5P4K alpha inh	PLK1 PBD inh
Clc1ccccc1CN1CCN(c2ccccc2Cl)CC1	1%	0.2	0%	11%	13%	-3.7	/	-10%
Cn1c(C(=O)O)c(CC(=O)N2CCN(Cc3ccccc3)CC2)c2ccccc21	1%	-0.4	-19%	3%	3%	-1.5	-4	-9%
COc1ccccc1-n1c(-c2ccc(C)cc2)nc2ccccc2c1=O	-3%	0.5	6%	8%	8%	-1.6	1	-1%
O=[N+]([O-])c1ccc(Nc2ccccc2)cc1	-9%	-2.2	2%	20%	4%	-2.3	2	-12%
O=c1c2ccccc2nc(-c2ccccc2)n1-c1ccc(O)cc1	16%	-0.4	3%	3%	0%	-0.6	3	4%
COc1ccccc1CNC(=O)CCC(=O)N1C[C@H]2C[C@@H](C1)c1cccc(=O)n1C2	13%	0.1	1%	1%	-1%	-1.2	1	3%
Cn1cc(C(=O)NP(=O)(N2CCOCC2)N2CCOCC2)c2ccccc21	13%	4.8	1%	0%	-5%	-1.9	4	2%
CCN1CCN(CC(=O)c2c(C)n(Cc3ccccc3)c3ccc(OC)cc23)CC1	-4%	2.5	11%	-6%	7%	0.8	-14	21µM*
CC1CCCC(C2(O)C(=O)Nc3ccccc32)C1=O (stereo not drawn)	-10%	0.0	2%	4%	-22%	-1.1	-5	-6%
Cc1ccccc1-[n+]1c(-c2ccccc2)cc(-c2ccccc2)cc1-c1ccccc1	-4%	-0.8	4%	7%	-2%	-1.2	1	-18%
O=C(Cc1c(-c2ccccc2)nc2ccc(Br)cn12)N1CCCC1	9%	-0.7	1%	1%	-11%	-1.9	-5	-1%
Cc1c(C=O)c2ccccc2n1Cc1ccc([N+](=O)[O-])cc1	-12%	-0.2	-34%	10%	-4%	-2.7	15	-12%
Fc1ccc(CCNCc2ccccc2Cl)cc1	14%	-2.6	0%	-5%	-11%	0.5	/	-5%
O=c1[nH]c(=S)n(CCC2=CCCCC2)c(O)c1/C=N/N1CCOCC1	-5%	-0.9	-16%	-5%	-7%	0.9	-8	6%
CN1C(=O)CCC2(C)C1=CCC1C2CCC2(C)C1CCC2(C)O (stereo not drawn)	-7%	-0.6	-2%	-1%	-2%	-3.0	5	0%
Cc1ncc(CN2CCCC(C(=O)c3ccc(C(C)(C)C)cc3)C2)s1 (stereo not drawn)	3%	-0.4	0%	-5%	-7%	0.0	-1	2%
Cc1ccc(C(C)C)c(OCC(=O)N2CCN(CC(=O)N3CCOCC3)CC2)c1	2%	1.0	4%	5%	-6%	-2.9	-5	-4%
Cc1cccc(-n2c(O)c(/C=N/Nc3nc4c(c(=O)n(C)c(=O)n4C)n3C)c(=O)[nH]c2=S)c1	-15%	-0.2	?	1%	-10%	-0.2	?	?
CC(C)C[C@H](NC(=O)[C@@H]1CCCN1C(=O)[C@@H](N)Cc1ccc(O)cc1)C(=O)NCC(N)=O	8%	-0.2	6%	2%	-12%	-0.4	-5	-7%
CCN(CC)c1ccc(N=Cc2c(O)n(Cc3ccco3)c(=O)[nH]c2=O)cc1	2%	84*	0%	22%	5%	0.2	1	54%[activator]
CCN(CCNc1ccc([N+](=O)[O-])c2cccnc12)S(=O)(=O)c1ccc(Cl)cc1	-5%	-2.9	-12%	9%	15%	-0.1	-1	0%
Nc1c(C(=O)NCCN2CCOCC2)c2nc3ccccc3nc2n1Cc1ccccc1	?	-4.3	6%	5%	9%	1.2	27	-13%
CCCC(=O)NC(Oc1ccc(OC)cc1)C(Cl)(Cl)Cl (stereo not drawn)	-5%	0.5	1%	6%	1%	-1.0	-4	-15%
CC12CCC(=O)C=C1CCC1C2C(O)CC2(C)C(O)CCC12 (stereo not drawn)	10%	0.4	8%	-7%	4%	0.0	6	-3%
COc1cc2c(cc1OC)C13CCN4C=C5CCOC6CC(=O)N2C1C6C5CC43 (stereo not drawn)	-2%	-1.8	6%	-4%	8%	-2.9	-1	3%
CCC1CCC(C)N(N=O)C1 (stereo not drawn)	9%	-1.4	-16%	5%	1%	-2.8	4	2%
O=C(CN1CCOCC1)c1cccc2ccccc12	-6%	2.4	-2%	9%	-1%	-0.9	-23	-23%
Cn1c(O)c(/C=C/C=Nc2ccccc2)c(=O)n(C)c1=S	8%	10	32µM*	-9%	6%	-0.6	-30	14%
COc1ccc(C(=O)C2CCCN(CCO)C2)c(C)c1 (stereo not drawn)	-5%	-1.2	7%	9%	-1%	0.0	-11	-10%
CCOc1cc(C=O)ccc1O	-5%	0.4	-10%	9%	13%	-1.3	1	1%
CCCCCCn1c(=O)c(C(=O)Nc2cccc(C)n2)c(O)c2ccccc21	-9%	-0.5	-1%	-1%	0%	2.0	4	-5%
O=C(NCC(c1cccnc1)N1CCN(c2ccccc2F)CC1)Oc1ccccc1 (stereo not drawn)	7%	-0.4	-4%	-7%	2%	-1.0	-4	-21%
CC(C)n1nnnc1CN1CCN(C)CC1	9%	0.3	-10%	13%	13%	0.1	1	-7%
Cc1ccc(/C=C2\C(=O)NC(=O)N(CCc3ccc(F)cc3)C2=O)s1	-7%	0.3	-14%	-4%	8%	4.6	?	0.27µM*
O=[N+]([O-])c1ccc(N(CCO)CCO)c2c1no[n+]2[O-]	56µM*	-1.2	-3%[11.6 µM]	-114%[inhibitor]	/	1.2	?	-19%
Nc1nc(SCCC(F)=C(F)F)n[nH]1	11%	0.7	2%	16%	13%	-3.3	11	-17%
Cn1c(O)c(C=NCc2ccco2)c(=O)n(C)c1=O	7%	-0.9	-6%[57.1 µM]	9%	12%	-3.4	/	-8%
COc1ccc(/C=C2\C(=O)NC(=O)N(Cc3ccccc3)C2=O)c(OC)c1OC	-3%	1.2	-6%	-11%	-18%	1.0	-29	12µM*
Cc1c(CC(=O)N2C[C@H]3C[C@@H](C2)c2cccc(=O)n2C3)c(=O)oc2cc(O)c(Cl)cc12	-5%	-0.2	-3%	3%	13%	1.1	-24	-3%
CSc1ccccc1NC(=O)CN(C)CC(=O)c1[nH]c(C)c(C(C)=O)c1C	-6%	-1.0	?	8%	11%	0.9	0	-30%
COc1ccc2[nH]cc(CCNCc3cccnc3)c2c1	-11%	0.1	5%	-5%	10%	-1.2	-2	9%
CCOC(=O)c1c(/N=C/C2C(=O)NC(=S)NC2=O)sc2c1CCC2	-17%	6.0	56µM*	5%	9%	2.2	-78*	23%
COc1cccc(-c2sc3ccccc3c2-c2ccc(OCCN3CCOCC3)cc2)c1	8%	-0.4	0%	18%	17%	-0.8	62	-10%
O=C(N/N=C/c1c(O)n(-c2ccccc2)c(=S)[nH]c1=O)c1ccccc1	-6%	-0.5	-12%	3%	-6%	3.8	-54*	1%
CCNC(=S)N(C)CCc1cc2c(c(OC)c1C=C1C(=O)N(C)C(=O)N(C)C1=O)OCO2	2%	2.0	-2%	0%	-12%	-1.7	-9	?
C=C(COC(C)=O)CC1CC(O)[C@]2(C)OC3CC4OC5C[C@]6(C)O[C@]7(C)CCC8OC9C[C@]%10(C)OC%11C(C)=CC(=O)OC%11CC%10OC9C[C@@H](C)C8OC7CC6O[C@]5(C)C/C=C\C4OC3CC2O1 (stereo partly drawn)	-18%	-0.4	-3%	-12%	-23%	-0.6	-1	-4%
COc1cc(C2SCC(=O)Nc3c2c(C)nn3-c2ccccc2)cc(OC)c1OC (stereo not drawn)	7%	-2.0	1%	6%	4%	-4.1	/	-6%
Cc1sc(NC(=O)CSc2n[nH]c(N)n2)c(C#N)c1C	-29%	3.1	-3%	-7%	-13%	2.0	?	?
